NPY-Y2 PAM-ag – potentiates or activates human NPY-Y2 receptor; P49146; cells expressing NPY-Y2, potentiator/agonist read-out; activation, % at 3.6 µM; actives 0.45% (n = 220,000); AID 1359; in the data active = activation above about 27%;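 also: cells stimulated with NPY near EC25 plus isoproterenol at EC100; 0% = vehicle plus submaximal agonist and 100% = vehicle plus saturating agonist; some results beyond the cut were filed as inactive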
Target sequence (P49146 whole entry, looked up): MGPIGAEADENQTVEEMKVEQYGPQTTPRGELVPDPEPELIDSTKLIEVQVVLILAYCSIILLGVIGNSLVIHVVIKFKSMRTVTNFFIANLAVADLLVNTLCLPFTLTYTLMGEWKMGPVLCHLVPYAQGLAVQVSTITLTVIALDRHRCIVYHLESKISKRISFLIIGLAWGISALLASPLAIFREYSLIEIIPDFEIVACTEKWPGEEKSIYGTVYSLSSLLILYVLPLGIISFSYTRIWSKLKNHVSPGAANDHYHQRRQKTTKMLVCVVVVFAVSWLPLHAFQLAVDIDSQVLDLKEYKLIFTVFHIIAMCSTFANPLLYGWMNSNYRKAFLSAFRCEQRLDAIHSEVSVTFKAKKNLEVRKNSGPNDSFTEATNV
EP2 modulator – EP2 receptor (human) modulation; AID 940; EP2-expressing cells, cAMP HTRF FRET, PGE2 co-stimulation; P43116; actives 0.83% (n = 260,000); induction, % at 25 µM;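 active = compounds whose cAMP rise, as percent of the full-agonist control response, exceeds 60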;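 also: rat C6 glioma line stably carrying human EP2 under a CMV promoter; the protocol text gives 20 µM as final concentration; 100% = response of wells given 1 µM PGE2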
S1P4 ag – human S1P4 receptor agonism; AID 1509; S1P4-expressing cell line, agonist reporter assay; O95977; actives 0.35% (n = 220,000); activation, % at 4.98 µM; in the data active = activation above about 11%;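 also: 0% = DMSO vehicle and 100% = reference agonist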
eIF4E 4G PPI – inhibitors of eIF4E and eIF4G interaction in translation initiation; P63073+Q04637; TR-FRET eIF4E-eIF4GI(517-606) binding, 2 h; inhibition, % at 21.7 µM; actives 0.37% (n = 220,000);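 active = inhibition above about 30%, limit read from the data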;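 also: 0% = full FRET control wells and 100% = background wells lacking eIF4GI fragment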
p97 ATPase inh – blocks human p97 ATPase activity | inhibition, % at 8 µM | P55072 | recombinant p97 ATPase, Kinase-Glo ATP luminescence, 3 h | actives 0.42% (n = 220,000); in the data active = inhibition above about 15%;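 also: 0% = DMSO vehicle and 100% = wells lacking enzyme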
S1P4 antag – human S1P4 receptor antagonism; O95977; S1P4-expressing cells, antagonist mode, reporter read-out; inhibition, % at 4.98 µM; actives 0.26% (n = 220,000); AID 1510; in the data active = inhibition above about 29%;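 also: 0% = wells stimulated with agonist and 100% = vehicle wells without agonist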
PGE2 EP2 inh – blocks the human prostaglandin E2 receptor EP2; P43116; C6 glioma cells expressing human EP2, cAMP TR-FRET; cells stimulated with saturating PGE2; inhibition, % at 25 µM; actives 0.52% (n = 260,000); AID 1422;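 active = percent inhibition above 40 after rounding to a whole number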;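 also: rat C6 glioma host cells with rolipram phosphodiesterase inhibitor present; the protocol text gives 20 µM as final concentration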
NPY-Y1 PAM-ag – potentiators or agonists of human neuropeptide Y receptor Y1; actives 0.37% (n = 220,000); P25929; NPY-Y1 expressing cells, potentiator/agonist activation; AID 1304; activation, % at 3.6 µM; in the data active = activation above about 33%, passing the limit was not always enough;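 also: cells stimulated with NPY at EC10 then isoproterenol at EC100; 0% = low agonist plus stimulus and 100% = saturating agonist plus stimulus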
Target sequence (P25929 whole entry, looked up): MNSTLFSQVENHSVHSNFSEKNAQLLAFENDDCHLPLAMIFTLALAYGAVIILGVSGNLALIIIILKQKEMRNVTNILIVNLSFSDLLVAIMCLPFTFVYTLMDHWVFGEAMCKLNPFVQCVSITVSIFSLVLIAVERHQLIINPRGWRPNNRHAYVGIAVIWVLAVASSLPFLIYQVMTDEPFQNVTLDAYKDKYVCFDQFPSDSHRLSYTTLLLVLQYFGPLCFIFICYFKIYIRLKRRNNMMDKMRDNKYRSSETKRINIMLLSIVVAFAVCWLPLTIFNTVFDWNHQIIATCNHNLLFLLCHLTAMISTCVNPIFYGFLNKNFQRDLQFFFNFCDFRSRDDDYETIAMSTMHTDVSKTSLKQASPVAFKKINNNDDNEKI
NPY Y1 blocker – antagonists of human neuropeptide Y receptor Y1; HEK293-CNG Y1 cells, membrane potential fluorescence; NPY at EC95, then isoproterenol; inhibition, % at 3.6 µM; actives 1% (n = 200,000); AID 1040;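 active = inhibition above the campaign mean inhibition of all tested compounds plus 3 SD, cut at about 20% in these data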;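 also: 0% = DMSO wells given NPY plus isoproterenol and 100% = isoproterenol alone without NPY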
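Test system – HEK293 Y1/CNG channel cell line · Also added – NPY agonist 25 nM, then isoproterenol 1 µM plus Ro 20-1724 25 µM · Compound dosing – one concentration, 3.6 µM, in 0.4% DMSO · Schedule – compound incubation 1 h at room temperature, readout 45 min post-stimulation · Technique – fluorescence, membrane potential probe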
* hit, by the source's call; · = not tested or not shown; & = joins results of further samples; [ ] = remark or other dose. Only part of the results is shown. The share of hits here may be higher or lower than overall.

SMILES	NPY-Y2 PAM-ag	EP2 modulator	S1P4 ag	eIF4E 4G PPI	p97 ATPase inh	S1P4 antag	PGE2 EP2 inh	NPY-Y1 PAM-ag	NPY Y1 blocker
Cc1ccccc1CS(=O)(=O)c1nnc([C@H](Cc2ccccc2)NC(=O)OC(C)(C)C)o1	8	2	-1.7	-10	2	71*	2	7	-1
On1nnc2cc(C(F)(F)F)ccc21	-2	36	0.8	1	5	-9	7	7	0
O=C(c1cccc(C(F)(F)F)c1)N1CCCC1	9	-8	-2.1	-5	-2	-19	6	-8	-5
COc1cc(CN2CCCC(C(=O)c3ccccc3SC)C2)cc(OC)c1 (stereo not given)	-12	-6	-0.2	-1	-5	0	5	-16	14
CCN(CC)S(=O)(=O)c1cc([N+](=O)[O-])ccc1NNC(=O)Nc1ccccc1OC	-13	-13	1.0	5	-1	24	15	-13	-1
Cc1ccc(CNc2ncnc3cc(Cl)ccc23)o1	2	-34	-2.6	0	0	2	11	-17	0
COc1ccc(CC(=O)Nc2cc(C)ccc2O)cc1OC	-8	11	0.1	0	-1	-8	7	15	·
COCCn1c(NC(=S)NC(=O)C23CC4CC(CC(C4)C2)C3)cc(=O)[nH]c1=O	-5	19	-0.8	-6	6	-13	6	10	·
Cc1cc(Cl)ccc1OC(C)C(=O)NCCCn1ccnc1 (stereo not given)	15	20	0.8	-5	4	-6	14	-6	8
CCOc1cc(CNCCCN2CCOCC2)cc(Br)c1OCC(=O)Nc1cccc(C(F)(F)F)c1	-29	-51	0.6	1	-1	-7	16	-43	27*
CC(=O)N/N=C/c1ccc(OCCOc2ccc(Br)cc2)cc1	13	-17	0.0	-3[fluorescence artefact?]	-5	-10	3	-21	2
COc1ccc(N=C/C=C2/C=C(c3ccccc3)OC(C)(C)O2)cc1	5	60	-0.1	5	6	-11	2	12	3
CCOc1ccc(CNC23CN4CN(CN(C4)C2)C3)cc1	20	18	0.1	3[fluorescence artefact?]	6	7	9	12	3
O=C(Nc1cccc(Cl)c1)Nc1ccc2c(c1)C(=O)OC2	-15	-26	0.2	2	4	-5	-1	-3	-2
COc1ccc(-n2c(Cc3cccn3C)nnc2SCC(=O)Nc2cccc(OC)c2)cc1	12	-4	3.4	-3	2	-13	6	-16	1
O=CN/N=C/c1c(O)ccc2ccccc12	11	-30	0.6	6	6	11	3	4	·
COc1cccc(CN2CCN(C(=O)c3ccc(-c4ccccc4)cc3)CC2)c1	-7	-16	-2.8	2	0	-18	6	-11	4
CN1CCN(c2ccc(Cl)cc2NC(=O)c2ccc(=O)n(C)n2)CC1	-1	-23	1.0	-3	-4	5	6	8	11
O=[N+]([O-])c1cc(C(F)(F)F)cc([N+](=O)[O-])c1NN=C1CCCCC1	-1	25	-0.1	3	5	-21	6	7	1
CCNC(=O)CN(C1CCCCC1)S(C)(=O)=O	18	0	0.1	0	5	-1	10	-3	5
CCCCN1CCNC1=S	14	11	0.1	0	4	-1	11	1	·
CCNc1nc(NC(C)C)nc(OCCOC(=O)c2ccccc2)n1	-11	35	1.4	-3	-6	-12	5	-4	6
O=C(c1cccs1)N1CCCc2ccccc21	-10	29	1.5	4	3	-2	8	14	3
Fc1ccccc1NC(=S)N/N=C/c1ccccc1Br	-19	15	0.3	9	0	-7	9	-8	3
Cc1nccn1CCC(=O)O	4	30	0.8	2[fluorescence artefact?]	1	-13	12	9	-2

Some of these compounds in order of their number in eIF4E 4G PPI, low to high:
molecule	eIF4E 4G PPI
CCOc1cc(CNCCCN2CCOCC2)cc(Br)c1OCC(=O)Nc1cccc(C(F)(F)F)c1	1
O=[N+]([O-])c1cc(C(F)(F)F)cc([N+](=O)[O-])c1NN=C1CCCCC1	3
Fc1ccccc1NC(=S)N/N=C/c1ccccc1Br	9

(cont.)
SMILES	NPY-Y2 PAM-ag	EP2 modulator	S1P4 ag	eIF4E 4G PPI	p97 ATPase inh	S1P4 antag	PGE2 EP2 inh	NPY-Y1 PAM-ag	NPY Y1 blocker
CC1=NN(C(=O)COc2ccc(C)c(C)c2)C(O)(c2ccccc2)C1 (stereo not given)	3	-3	-0.4	3	-6	-4	4	-10	2
O=C1CC(N2CCN(Cc3ccc4c(c3)OCO4)CC2)C(=O)N1Cc1ccc(N2CCCC2=O)cc1 (stereo not given)	5	4	2.0	-4	2	-6	12	27	-4
Cc1cc(C)n2nc(C)c(Br)c2n1	-15	-15	-1.9	0	-6	5	17	-14	5
CC(=O)N1N=C(N)SC1c1cccc([N+](=O)[O-])c1 (stereo not given)	2	23	0.5	3[fluorescence artefact?]	6	-3	3	4	-3
CCOc1cccc(OCCOCCN(C)C)c1	-9	7	2.2	7	0	-19	8	-3	2
CNC(=S)N1CCN(c2c(F)cc3c(=O)c(C(=O)O)cn(C4CC4)c3c2OC)CC1C (stereo not given)	-12	13	1.6	0	3	5	6	-20	0
Cc1ccc2cc(CN(CCN3CCCC3)C(=O)Nc3ccc(F)cc3)c(=O)[nH]c2c1C	-29	-18	-0.3	5	1	-13	15	-55	26*
O=S(=O)(NCC1CCCO1)c1ccc(S(=O)(=O)N(Cc2ccccn2)C2CC2)cc1 (stereo not given)	-8	-2&6	0.0	15	-2	-10	9&1	-8	4
CCCn1c(=O)[nH]c(=O)c2c1nc(-c1ccccc1)n2CCN1CCOCC1	11	20	-2.3	5	2	-21	11	-1	13
CC(C)(O)c1nnn(-c2ccccc2)c1C(F)(F)F	8	13	-2.1	-1[fluorescence artefact?]	7	2	11	5	-8
CN(C)S(=O)(=O)c1ccc(Cl)c(NC(=O)CSc2nc3c(cc2C#N)C(=O)CC(C)(C)C3)c1	4	-27	-1.2	5	-1	-20	5	21	-2
CC(C)NC(=O)c1ccc(-c2ccc(Cl)c(C(F)(F)F)c2)o1	7	17	1.4	-13	2	1	6	20	12
CS(=O)(=O)N(CC(=O)NCCC1=CCCCC1)c1ccc2c(c1)OCO2	-23	10	1.5	-2	-3	12	6	-11	2
N#CCCNC(=O)CCN1CCOCC1	-3	24	-2.3	0[fluorescence artefact?]	4	5	14	-28	-3
COc1cc(OC)cc(C(=O)OCC(=O)Nc2sccc2C(N)=O)c1	-2	-64	0.2	3	-3	-19	4	-12	6
O=C(COc1ccc([N+](=O)[O-])cc1)Nc1ccc(N2CCCC2)cc1	-2	7	2.3	-7[fluorescence artefact?]	1	-17	5	-5	6
N#Cc1nc(COc2ccccc2)oc1N1CCC(Cc2ccccc2)CC1	-24	-8	0.2	-1	-8	3	13	-72	32*
O=P(O)(O)CCP(=O)(c1ccccc1)c1ccccc1	1	19	0.7	1[fluorescence artefact?]	-2	-17	9	17	3
CC(C)(C)c1ccc(C(=O)Nc2ccc(C=C(C#N)C#N)cc2)cc1	-7	-35	1.5	-1	-5	-12	6	2	3
Nn1c(SCC(=O)N2CCOCC2)nnc1-c1ccc(Cl)cc1Cl	7	-49	-0.6	-2	-2	5	2	5	-1
COc1ccccc1C(=O)Nc1nnc(-c2ccco2)s1	-4	-6	-0.6	2	-3	-9	44*	-24	3
Cn1ncc(Br)c1C(=O)O	8	5	2.1	-2	3	-15	7	6	0
CCOC(=O)c1cn2nc(Oc3cccc(C(F)(F)F)c3)ccc2n1	7	-70	-0.2	6	-4	8	8	-6	·
Cc1ccnc(NC(=O)Nc2ccc(Br)cc2Cl)c1	-12	-40	2.4	-1	3	-7	5	-3	2
Cn1nnc2cc(C(=O)N3CCCCCC3)ccc21	-5	13	3.2	-2[fluorescence artefact?]	0	-4	3	6	7

Other records:
SMILES	NPY-Y2 PAM-ag	EP2 modulator	S1P4 ag	eIF4E 4G PPI	p97 ATPase inh	S1P4 antag	PGE2 EP2 inh	NPY-Y1 PAM-ag	NPY Y1 blocker
Cc1ccc(/C=C2\SC(=S)N(Cc3ccccc3)C2=O)o1	6	19	0.5	8	4	-14	10	-1	-4
CN1CCCc2cc3c(C(F)(F)F)cc(=O)oc3nc21	5	16	0.8	3	2	18	·	18	-1
O=C(NC(=S)Nc1c(Cl)ccc2nsnc12)c1ccco1	-1	8	0.3	0	6	-3	13	-11	0
O=C(N/N=C/c1ccc([N+](=O)[O-])o1)c1cc(-c2cccc(Br)c2)nc2ccccc12	6	0	-3.6	1	0	-5	14	10	-3
Cc1ccc(C(=O)OCC(=O)Nc2nc(-c3ccccc3)cs2)cc1NC(=O)c1ccco1	-6	-34	-1.3	4	8	5	10	-24	7
Cc1ccc(S(=O)(=O)N(CC(=O)NCCSc2ccccn2)c2ccc(C)c(C)c2)cc1	-5	48	0.9	2	-2	-9	7	6	5
COc1ccccc1N(CCC#N)C(=O)CSc1nc(-c2ccccc2)cn1N	14	22	1.4	3	4	5	7	12	5
CC(C)C(=O)N1CCN(c2ccccc2NC(=O)Cc2ccc(Cl)cc2)CC1	-6	25&-9	1.4	-7	-6	-4	13&9	-6	44*
Cc1cc(Cl)c(OCCOCCN2CCCC(C)C2)c(Br)c1 (stereo not given)	-28	-13	0.2	3	-2	12	5	-23	23*
COCCOC(=O)c1c(NC(=O)CN(C)c2ccccc2)sc(C(N)=O)c1C	5	-26	-1.2	-3	2	13	4	18	0
O=c1c2c(n3cnnc3n1-c1ccccc1)-c1ccccc1CC21CCCCC1	-19	·	-0.9	·	-8	2	11	-16	9
Cc1nc(NC(=O)c2cc3c(C)nn(-c4ccccc4)c3s2)sc1C(=O)Nc1ccccc1	-2	-4	1.3	-9[fluorescence artefact?]	5	-10	·	5	7
O=C(NC1CCCCC1)c1cc(Cl)ccc1[N+](=O)[O-]	8	19	0.3	-1	3	-22	2	5	3
CC(=O)c1cccc(N2Cc3ccccc3C2=NC(=O)CCl)c1	-5	14	1.6	0	1	-6	6	1	2
CCc1nnc(NC(=S)Nc2ccccc2)s1	1	23	1.1	-2	2	-13	15	4	-3
COc1ccc(NC(=O)CSc2nc3c(c(=O)n2-c2ccccc2OC)SCC3)cc1	8	1	3.3	-4	3	1	9	6	-6
CC(=O)Nc1ccc(Cc2nc3ccccc3[nH]2)cc1	2	-10	1.6	-4	6	-19	7	5	-2
Cc1sc(NC(=O)c2cc3ccccc3oc2=O)c(C(=O)OC(C)C)c1-c1ccccc1	-12	-1	1.1	-1[fluorescence artefact?]	1	-9	6	15	-1
COc1ccc(OCC(=O)N2N=C(C)CC2(O)C(F)(F)F)cc1 (stereo not given)	-1	-8	0.8	-2	1	-7	11	12	-1
COc1ccc(C2CC(c3ccccc3)=NN2C(=O)COC(=O)c2cccnc2Cl)cc1 (stereo not given)	-13	13	1.3	6	-6	7	3	-13	2
O=S(N1CCc2ccccc21)C12CC3CC(CC(C3)C1)C2 (stereo not given)	9	22	-2.2	0	1	9	9	-6	2
CCc1cccc(NC(=O)CCCSc2nc3ccccc3[nH]2)c1	4	-63	0.9	3	2	1	10	-3	-6
O=C(Nc1ccccc1)c1cn2ccccc2n1	-9	-1	-1.9	3	-12	-18	8	29	·
COc1ccc(NC(=O)c2cccs2)cc1O	-3	-69	0.4	1	-2	9	21	-20	-3
Cc1cc(C)cc(OCC(=O)O/N=C(\N)c2ccccn2)c1	0	4	-2.5	0	-7	-2	14	-43	8

2 compounds drawn at random from the list so far:
SMILES	NPY-Y2 PAM-ag	EP2 modulator	S1P4 ag	eIF4E 4G PPI	p97 ATPase inh	S1P4 antag	PGE2 EP2 inh	NPY-Y1 PAM-ag	NPY Y1 blocker
CN1CCN(c2ccc(Cl)cc2NC(=O)c2ccc(=O)n(C)n2)CC1	-1	-23	1.0	-3	-4	5	6	8	11
Cc1ccc2cc(CN(CCN3CCCC3)C(=O)Nc3ccc(F)cc3)c(=O)[nH]c2c1C	-29	-18	-0.3	5	1	-13	15	-55	26*

High-throughput results deposited in PubChem by several laboratories.
